PME-1 primary – PME-1 (human) inhibition | Q9Y570 | recombinant PME-1, FP-Rh probe fluorescence polarization | inhibition, % at 5.9 µM | actives 0.53% (n = 320,000);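 active = inhibition above the campaign mean of all compounds plus 3 SD, cut at about 26% in these data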;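 note: competitive labeling of PME-1 active site by serine hydrolase directed probe; 0% = PME-1 with DMSO and 100% = wells lacking PME-1 enzyme; inhibitors block probe labeling so polarization falls and inhibition rises; many of its hits are not listed in these tables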
BCLXL inh – Bcl-xL (human) inhibition | Q07817 | GST-Bcl-xL / FITC-Bim BH3 peptide fluorescence polarization | inhibition, % at 10.9 µM | actives 0.7% (n = 320,000);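 active = inhibition above the mean of all tested compounds plus 3 SD, cutoff set per campaign, cut at about 30% in these data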;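 note: 0% = DMSO wells and 100% = unlabeled Bim-BH3 peptide competitor; inhibitors lower millipolarization by displacing the labeled peptide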
Target sequence (Q07817 whole entry, looked up): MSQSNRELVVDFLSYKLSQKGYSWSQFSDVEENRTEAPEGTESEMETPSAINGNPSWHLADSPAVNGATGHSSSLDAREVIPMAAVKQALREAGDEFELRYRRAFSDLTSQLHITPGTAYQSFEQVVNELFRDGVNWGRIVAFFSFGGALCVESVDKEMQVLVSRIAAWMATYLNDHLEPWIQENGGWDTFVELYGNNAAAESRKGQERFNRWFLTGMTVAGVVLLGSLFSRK
MEX-5 binding – C. elegans MEX-5 TCR-2 RNA binding activity. Q9XUB2. MEX-5/FITC-TCR2 RNA binding, fluorescence polarization; hits give low values. activity score (negative = inhibition of binding), % at 10 µM. actives 0.38% (n = 300,000);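 active = inhibition past about -25% in most replicates, and total fluorescence under double the plate's negative control median, limit read from the data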;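 note: 0% = DMSO and -100% = 5 µM competing unlabeled TCR2 RNA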
PAD4 inh – PAD4 (human) enzyme inhibition. inhibition, % at 6.36 µM. Q9UM07. recombinant PAD4, RCA probe fluorescence polarization. actives 0.41% (n = 330,000);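 active = percent inhibition above a cutoff equal to the mean of all tested compounds plus 3 SD, cut at about 15% in these data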;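 note: 0% = PAD4 with RCA probe and DMSO and 100% = probe without PAD4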
Fam108B inh – counter-screen for RBBP9 inhibitors: inhibitors of mouse Fam108B. recombinant Fam108B, FP-Rh probe fluorescence polarization. inhibition, % at 9.51 µM. actives 0.33% (n = 300,000);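 active = inhibition above the screen mean inhibition plus 3 SD, computed separately per campaign, cut at about 18% in these data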;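 note: inhibitors lower polarization as less probe binds the enzyme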
TPT1 inh – inhibitors of Candida albicans tRNA 2'-phosphotransferase TPT1. recombinant caTPT1, FP RNA substrate dephosphorylation. inhibition, % at 5 µM. actives 0.81% (n = 300,000);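 active = inhibition above the mean of all tested compounds plus 3 SD, set per screening campaign, cut at about 24% in these data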;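 note: plate controls were DMSO alone for no effect and ferristatin control at 100 nM for full effect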
GLD-1 RNA inh – GLD-1-TGE RNA interaction inhibition (C. elegans); inhibition, % at 5.96 µM; purified GLD-1 + fluorescein TGE RNA, fluorescence polarization; actives 0.44% (n = 320,000); Q17339;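 active = percent inhibition above a per-plate cutoff, the plate mean of test compounds plus 3 SD, cut at about 30% in these data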;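 note: 0% = DMSO wells with GLD-1 and probe and 100% = wells lacking GLD-1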
GSTO1 inh – GSTO1 inhibition, counter-screen for RBBP9 inhibitors. P78417. inhibition, % at 5.96 µM. recombinant GSTO1, activity-based probe fluorescence polarization. actives 1.1% (n = 300,000). AID 1974;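 active = inhibition above the campaign mean inhibition plus 3 SD, cut at about 35% in these data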;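 note: 0% = GSTO1-1 with DMSO and 100% = wells lacking GSTO1-1 enzyme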
Target sequence (P78417 whole entry, looked up): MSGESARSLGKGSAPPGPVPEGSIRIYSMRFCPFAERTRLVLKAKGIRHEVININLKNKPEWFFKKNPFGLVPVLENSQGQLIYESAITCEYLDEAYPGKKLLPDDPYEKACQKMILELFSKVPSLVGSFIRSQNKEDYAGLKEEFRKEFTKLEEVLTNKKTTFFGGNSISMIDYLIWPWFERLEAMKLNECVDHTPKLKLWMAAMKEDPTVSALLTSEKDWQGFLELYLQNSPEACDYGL
MCL1 BIM primary – inhibitors of human MCL1 binding to BIM-BH3 peptide; Q07820; GST-MCL1 / FITC-Bim-BH3 fluorescence polarization; inhibition, % at 10.9 µM; actives 0.68% (n = 320,000); AID 2057;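 active = inhibition above the mean inhibition of all tested compounds plus 3 SD, set per campaign, cut at about 40% in these data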;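 note: 0% = DMSO wells and 100% = unlabeled Bim-BH3 peptide control; higher means more loss of mP so more displacement of Bim peptide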
Target sequence (Q07820 whole entry, looked up): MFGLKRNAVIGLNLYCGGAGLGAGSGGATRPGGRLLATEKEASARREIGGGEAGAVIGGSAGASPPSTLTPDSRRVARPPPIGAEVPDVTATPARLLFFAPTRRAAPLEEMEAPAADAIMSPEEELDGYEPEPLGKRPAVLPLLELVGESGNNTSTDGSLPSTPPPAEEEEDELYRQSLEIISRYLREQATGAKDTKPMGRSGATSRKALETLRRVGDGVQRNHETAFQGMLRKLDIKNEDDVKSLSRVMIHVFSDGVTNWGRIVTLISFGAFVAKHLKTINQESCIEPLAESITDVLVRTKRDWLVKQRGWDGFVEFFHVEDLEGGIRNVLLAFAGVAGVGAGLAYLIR
* = called active by the depositor; / = no result given. Some of the compounds tested (hit frequency here may not be typical).

SMILES	PME-1 primary	BCLXL inh	MEX-5 binding	PAD4 inh	Fam108B inh	TPT1 inh	GLD-1 RNA inh	GSTO1 inh	MCL1 BIM primary
O=C(Nc1ccccc1)Nc1nnc(-c2ccccc2)s1	-16	4	0.7	-2	-2	-1	5	-2	5
O=C(c1ccc(COc2c(F)c(F)c(F)c(F)c2F)o1)N1CCOCC1	6	7	-0.5	-3	4	0	8	15	7
NS(=O)(=O)c1ccc(NC(=O)COC(=O)c2ccc3c(c2)OCCO3)cc1	1	1	-7.1	-3	-3	2	-1	5	1
CC(=O)c1cccc(CN2CCCC(C(=O)Nc3ccc(-c4ccco4)cc3)C2)c1 (configuration not stated)	-7	-1	-0.9	5	-3	7	-8	-5	-9
CCn1c2ccccc2c2cc(N=C3SC(CC(=O)Nc4ccccc4OC)C(=O)N3C)ccc21 (configuration not stated)	2	2	-0.4	-1	2	-2	-5	-2	6
CCOc1cc(CNn2cnnc2)cc(Br)c1OCC(=O)NC1CCCCC1	-4	6	0.8	-1	3	-3	0	17	3
Cc1c(NC(=O)C(C)OC(=O)c2c3c(nc4ccccc24)CCC3)c(=O)n(-c2ccccc2)n1C (configuration not stated)	1	12	0.2	0	1	-1	3	14	23
O=C(O)CCCNC(=O)c1ccccn1	2	9	-2.0	-4	-1	1	8	2	8
N#Cc1cc2c(nc1SCc1ccc(Cl)nc1)CCCCC2	6	7	0.3	-5	-6	1	-4	-17	-3
CCOC(=O)c1nc(Nc2ccc(OC)cc2)c2ccccc2n1	2	3	2.5	-2	7	-4	2	8	4
O=S(=O)(NC1CCCCC1NS(=O)(=O)c1ccc(F)cc1)c1ccc(F)cc1 (configuration not stated)	2	4	-1.1	0	-1	-4	-3	-2	1
CC[C@@H](NS(=O)(=O)c1ccc(C)cc1)C(=O)Oc1ccc2c3c(c(=O)oc2c1)CCC3	10	0	0.5	4	8	-3	-4	10	8
CCOC(=O)C1(C(C)(C)CC)CC(CSc2nc3ccccc3[nH]2)OC1=O (configuration not stated)	-6	6	2.2	-4	-7	4	6	5	3
N#Cc1c(N)n(-c2ccc(O)cc2)c2nc3ccccc3nc12	2	6	0.0	-7	0	-3	5	-7	-1
CC(C)(C)C(=O)Nc1ccc(C(=O)Nc2cc(NC(=O)c3ccc(NC(=O)C(C)(C)C)cc3)cc(C(=O)O)c2)cc1	-7	7	1.5	-4	-3	-2	-5	-8	11
COCCN(Cc1cc2cc(C)ccc2n2nnnc12)C(=S)Nc1ccc(C)cc1	3	5	3.5	6	2	-2	6	6	4
O=C(CCC(=O)N1CCN(c2ccccc2F)CC1)c1ccc(F)cc1	-4	1	1.2	-2	-4	2	2	-3	6
O=C(C1=C[C@@H](c2ccc(C(F)(F)F)cc2)C[C@@H](OCCCCO)O1)N1CCOCC1	0	2	-0.9	-4	-1	-3	10	6	-2
C#CCOCCOCCOCCNc1nc(N2CCN(C(=O)C([C@@H](C)CC)n3cc(C(N)CC(C)C)nn3)CC2)nc(N2CCN(C(=O)[C@H](CCC(=O)O)n3cc(C(N)CC(C)C)nn3)CC2)n1 (some centres not stated)	2	1	0.6	0	1	-2	10	10	-3
O=c1cnnc(Nc2ccccc2F)[nH]1	-1	1	-1.1	-8	0	-4	8	1	-6
Cc1ccc(-n2nnnc2SC(C)C(=O)Nc2ccc(Cl)cn2)cc1 (configuration not stated)	1	1	-1.5	4	1	-1	-1	-2	2
O=C(NCc1ccco1)c1sc2cc(Cl)ccc2c1Cl	-5	0	1.8	-2	-3	3	5	-1	20
CC(=O)Nc1ccc(S(=O)(=O)N2c3ccc(F)cc3CCC2C)cc1 (configuration not stated)	2	9	0.9	-1	-2	6	0	-3	6
O=S(=O)(NCCCc1ccccc1)c1ccc(F)c(F)c1	4	-1	-1.8	0	1	0	2	12	-7
CCN(CC)c1ccc(C2C(C(=O)OC(C)C)C(=O)CC(C)(O)C2C(=O)OC(C)C)cc1 (configuration not stated)	-3	3	4.0	0	1	-1	3	0	0

Following part:
SMILES	PME-1 primary	BCLXL inh	MEX-5 binding	PAD4 inh	Fam108B inh	TPT1 inh	GLD-1 RNA inh	GSTO1 inh	MCL1 BIM primary
COCCN(C(=S)Nc1cccc(OC)c1)C(C)c1cccs1 (configuration not stated)	-1	4	-0.5	-2	-2	-1	-1	0	2
O=C(CSc1nnc(-c2cccs2)n1-c1ccccc1)NCC1CCCO1 (configuration not stated)	1	-5	-0.1	-1	5	-3	-2	-3	-7
O=C(NCc1cccs1)c1ccc(N2CCCC2=O)cc1	-4	2	-2.1	0	8	-5	-3	-8	0
Cc1noc(C)c1S(=O)(=O)N1CCC(C(=O)N2CCN(c3ccc(F)cc3)CC2)CC1	2	4	5.2	1	-2	-10	-2	1	-1
Cc1ccc(NC(=O)c2cc(-c3cc(C)c(C)cc3O)n[nH]2)cc1C	-3	5	2.4	2	-5	-2	1	-3	2
CCOc1ccc(Cl)cc1CNCCCSc1ncccn1	3	0	1.9	1	-1	0	1	5	1
Cc1ccccc1OCC(=O)Nc1ccc2c(c1)OCO2	-3	2	-0.3	-1	6	1	-7	8	-3
COc1cccc(N2CCN(C(=O)c3ccc(CS(=O)Cc4ccc(C)cc4)o3)CC2)c1 (configuration not stated)	-3	1	-1.9	-4	0	2	-1	0	-6
COc1ccc(-c2nn(C)c3sc(C(=O)NCc4ccco4)cc23)cc1OC	-53	6	-4.1	-2	-33	0	-5	-1	9
O=[N+]([O-])c1ccc(O)c(/C=N/NC2=NS(=O)(=O)c3ccccc32)c1	1	-13	-2.7	4	-3	3	2	11	-18
CN(C)CCN(C(=O)c1ccccc1Cl)c1nc2c(Cl)cccc2s1	0	7	1.5	4	1	-3	5	-1	0
COC(=O)c1cc(C#N)c(N2CC(C)OC(C)C2)nc1C (configuration not stated)	-6	1	0.1	1	6	-2	-2	0	2
FC(F)(F)c1nc(NCC2CCCO2)c2nnn(Cc3ccccc3Cl)c2n1 (configuration not stated)	-3	-5	-1.0	-1	-3	-1	2	6	14
CCN1CCCC1CNC(=O)c1cc2cc(OC)c(OC)cc2[nH]1 (configuration not stated)	0	4	1.7	3	-6	0	-10	-3	-2
CCOc1ccc(NC(=O)c2ccc(N3CC4CC(C3)c3cccc(=O)n3C4)c(NC(=O)c3cccnc3)c2)cc1 (configuration not stated)	2	7	-1.9	-3	-2	0	-1	-1	8
O=C(c1ccc(Cl)cc1)N1CCCC(C(=O)N2CCN(c3ccccc3)CC2)C1 (configuration not stated)	4	3	2.7	-1	1	-1	-6	-10	9
O=C(CN1CCCCC1)Nc1ccc(Br)cc1[N+](=O)[O-]	0	6	1.2	-1	0	-3	-8	6	9
COc1ccc(C(c2c(O)ccc3ccccc23)N2CCOCC2)c(OC)c1 (configuration not stated)	-3	5	0.8	-1	2	0	6	-16	8
O=C(NCCN1CCOCC1)c1cc2sccc2n1Cc1ccc(F)cc1	2	7	-1.4	3	-2	2	5	8	16
N#Cc1ccccc1OCC(=O)Nc1ccc2c(c1)OCCO2	-2	3	/	-3	/	/	8	/	4
CCOc1ccccc1N(CC)C(=O)c1ccc2c(=O)n3c(nc2c1)CCCCC3	0	2	3.1	-2	-4	-3	5	-3	1
COc1ccc(/C=C/C(=O)Nc2ccncc2)cc1OC	-1	2	-1.6	-4	-1	-2	-4	-5	0
CC(C)C(NC(=O)CCNC(=O)c1ccc([N+](=O)[O-])cc1)c1nc2ccccc2[nH]1 (configuration not stated)	5	-10	/	-1	/	/	2	/	-15
NC(=O)c1ccc(NC(=O)COC(=O)CC2Sc3ccccc3NC2=O)cc1 (configuration not stated)	0	-5	/	-10	/	/	-2	/	1
O=C(NCCOc1cccc(Cl)c1Cl)c1cc(-n2cnnc2)ccc1Cl	0	-3	1.9	-7	-2	1	2	7	4

(further entries)
SMILES	PME-1 primary	BCLXL inh	MEX-5 binding	PAD4 inh	Fam108B inh	TPT1 inh	GLD-1 RNA inh	GSTO1 inh	MCL1 BIM primary
CCOC(=O)CNC(=O)CSc1nccn1Cc1ccco1	-2	-5	1.9	-2	2	3	5	-3	-2
COc1ccc(-n2c(SCC(=O)NCC3CCCO3)nc3c(c2=O)SC(C)C3)cc1 (configuration not stated)	-2	3	-1.9	-1	-3	0	1	2	5
COC(=O)c1[nH]c2c(c1C)C(=O)CC(c1ccccc1)C2 (configuration not stated)	-3	5	-1.9	3	4	0	3	3	3
Cc1ccc(C)c(OCC(=O)N/N=C/c2c(C)nn(-c3ccccc3)c2Cl)c1	-61	8	-0.4	0	-3	3	4	-1	-1
COc1cc(/C=C2\SC(N)=NC2=O)ccc1OCC(=O)Nc1ccccc1C	-8	-12	/	6	/	/	-4	/	-12
O=C(O)c1cccc(N2C(=O)CSC2=S)c1	-2	4	3.6	0	4	1	3	6	13
COc1ccc(NC(=O)Nc2ccccc2SC)cc1OC	1	3	-1.1	-1	-1	-3	2	1	4

Pulled one by one from above, two records:
SMILES	PME-1 primary	BCLXL inh	MEX-5 binding	PAD4 inh	Fam108B inh	TPT1 inh	GLD-1 RNA inh	GSTO1 inh	MCL1 BIM primary
Cc1ccc(C)c(OCC(=O)N/N=C/c2c(C)nn(-c3ccccc3)c2Cl)c1	-61	8	-0.4	0	-3	3	4	-1	-1
COc1cc(/C=C2\SC(N)=NC2=O)ccc1OCC(=O)Nc1ccccc1C	-8	-12	/	6	/	/	-4	/	-12

Structures listed so far containing fluorine:
SMILES	PME-1 primary	BCLXL inh	MEX-5 binding	PAD4 inh	Fam108B inh	TPT1 inh	GLD-1 RNA inh	GSTO1 inh	MCL1 BIM primary
O=C(c1ccc(COc2c(F)c(F)c(F)c(F)c2F)o1)N1CCOCC1	6	7	-0.5	-3	4	0	8	15	7
O=S(=O)(NC1CCCCC1NS(=O)(=O)c1ccc(F)cc1)c1ccc(F)cc1 (configuration not stated)	2	4	-1.1	0	-1	-4	-3	-2	1
O=C(CCC(=O)N1CCN(c2ccccc2F)CC1)c1ccc(F)cc1	-4	1	1.2	-2	-4	2	2	-3	6
O=C(C1=C[C@@H](c2ccc(C(F)(F)F)cc2)C[C@@H](OCCCCO)O1)N1CCOCC1	0	2	-0.9	-4	-1	-3	10	6	-2
O=c1cnnc(Nc2ccccc2F)[nH]1	-1	1	-1.1	-8	0	-4	8	1	-6
CC(=O)Nc1ccc(S(=O)(=O)N2c3ccc(F)cc3CCC2C)cc1 (configuration not stated)	2	9	0.9	-1	-2	6	0	-3	6
O=S(=O)(NCCCc1ccccc1)c1ccc(F)c(F)c1	4	-1	-1.8	0	1	0	2	12	-7
Cc1noc(C)c1S(=O)(=O)N1CCC(C(=O)N2CCN(c3ccc(F)cc3)CC2)CC1	2	4	5.2	1	-2	-10	-2	1	-1
FC(F)(F)c1nc(NCC2CCCO2)c2nnn(Cc3ccccc3Cl)c2n1 (configuration not stated)	-3	-5	-1.0	-1	-3	-1	2	6	14
O=C(NCCN1CCOCC1)c1cc2sccc2n1Cc1ccc(F)cc1	2	7	-1.4	3	-2	2	5	8	16
